# KOR beta-arrestin-1 = kappa opioid receptor activators – cell-based, luminescence, uHTS, primary screen (AID 1777). KOR beta-arrestin recruitment, luminescence; higher % means a stronger effect. activation, % at 10 µM, or EC50 in µM where a hit was titrated. 280,000 tested, 0.02% active; in the data active = activation above about 50%, passing the limit was not always enough; also: a part of the inactive calls stands beside numbers as strong as those of hits
# HIV fusion peptide = cell-free HIV fusion peptide-binding blockers – biochemical, uHTS, fluorescence dequenching, primary screen (AID 1986). cell-free peptide binding, fluorescence dequenching, 30 min; higher % means a stronger effect. inhibition, % at 20 µM, or IC50 in µM where a hit was titrated. 290,000 tested, 0.3% active; in the data active = inhibition mostly above about 52%, no sharp cut-off; inactive = mostly below about 76%; also: some results filed as inactive read as strong as hits
# KOR beta-arrestin-2 = kappa opioid receptor blockers – cell-based, luminescence, uHTS (AID 1778); inhibition, % at 10 µM; hits with a dose series show IC50 in µM; 290,000 tested, 0.091% active; KOR beta-arrestin recruitment, luminescence, antagonist mode; higher % means a stronger effect; also: strong numbers were not always called active
# NOD2 inhibition = NOD2 signaling inhibitors, cell-based, luminescence, uHTS, HEK293 (AID 1566); HEK293 NOD2/NF-kB luciferase reporter, luminescence; higher % means a stronger effect; one-dose inhibition, % at 4 µM; EC50 in µM for titrated hits; 290,000 tested, 0.63% active; also: many of its hits are not listed in these tables
# NOD1 inhibition = inhibition of NOD1-driven NF-kB reporter – cell-based, luminescence, uHTS, primary screen (AID 1578). NOD1-driven NF-kB luciferase reporter cells, luminescence; higher % means a stronger effect. one-dose inhibition, % at 4 µM; EC50 in µM for titrated hits. 290,000 tested, 1% active; in the data active = inhibition mostly above about 36%, no sharp cut-off; inactive = mostly below about 34%;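 also: HEK-293T reporter cells stimulated with the NOD1 agonist gamma-tri-DAP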
# LYP inhibition = inhibitors of LYP phosphatase, biochemical, fluorescence intensity, uHTS (AID 1779); recombinant LYP phosphatase, fluorescence intensity; higher % means a stronger effect; inhibition, % at 11.5 µM, or IC50 in µM where a hit was titrated; 290,000 tested, 0.054% active;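 also: plate controls were vehicle with enzyme for no effect and no enzyme for full effect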
# Myeloid diff MLP = compounds promoting myeloid differentiation. ER-HoxA9 myeloid progenitors, lysozyme-GFP differentiation, flow cytometry. AID 624256. 360,000 tested, 1% active. calls only at 10 µM;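 active = normalized GFP-positive differentiation at or above the plate's own cutoff, the solvent-only control mean plus 3 SD; inconclusive = no clear call, values can overlap the other calls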;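 also: cells exposed to compound for four days before flow analysis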
# PhoP inhibition = inhibitors of PhoP regulon expression, primary screen, Salmonella Typhimurium, GFP reporter (AID 1863); one-dose inhibition, % at 50 µM; IC50 in µM for titrated hits; 300,000 tested, 0.16% active; S. Typhimurium PhoP-regulated promoter GFP reporter, 4 h; higher % means a stronger effect;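 active = inhibition over 29.93%, a cutoff 3 SD above the screen mean, later confirmed by dose response; inconclusive = inhibition over 29.93% but no dose response follow-up; inactive = inhibition at most 29.93% or unconfirmed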;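 also: 0% = low Mg2+ inducing control and 100% = high Mg2+ repressing control; strong numbers were not always called active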
# Siah-1 displacement = Siah-1 peptide-binding antagonists, primary screen, biochemical, fluorescence polarization, rhodamine-plectin, uHTS (AID 1817) | displacement, % at 20 µM, or IC50 in µM where a hit was titrated | 290,000 tested, 0.02% active | Siah-1 / rhodamine-plectin peptide fluorescence polarization; higher % means a stronger effect;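 active = displacement of at least 50% at 20 µM, with a fluorescence ratio check between 0.3 and a set limit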;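 also: plate controls were Siah plus tracer with DMSO for no effect and tracer alone without Siah for full effect; strong numbers were not always called active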
# Myeloid diff MLP GFP+ MAC1+ % = recorded beside Myeloid diff MLP, whose call it bears; GFP+ MAC1+ double positive, %; measured here: differentiation confirmed by MAC1 staining
# * = called active by the depositor; i = inactive; ? = inconclusive; . = not tested or not shown; + = active, no number; [ ] = dose if it differs, or a comment. Rule as the data show it, unless noted: active = inhibition above about 50%; inactive = the rest. An excerpt; count on the stated rates, not on these rows.
# Preview:
SMILES,KOR beta-arrestin-1,HIV fusion peptide,KOR beta-arrestin-2,NOD2 inhibition,NOD1 inhibition,LYP inhibition,Myeloid diff MLP,Myeloid diff MLP GFP+ MAC1+ %,PhoP inhibition,Siah-1 displacement
O=C(CSc1nnc(CNC(=O)c2c(F)cccc2Cl)o1)NCCc1ccccc1,0.8%,-1.2%,0%,1%,-10%,-12%,i,1.7,13%,2%
CC1CC(C)(C)NC(=S)N1CCCC(=O)NCc1ccccc1 (stereo not drawn),-0.2%,0.2%,10%,1%,-9%,-5%,i,2.5,-1%,7%
Cc1ccc(S(=O)(=O)N(C)C)cc1NC(=O)CSc1ncc(C(F)(F)F)cc1Cl,1.6%,-0.6%,.,-4%,-8%,-2%,i,0.6,6%,-3%
O=C(c1ccccc1)N1CCN(c2ncnc3sc4c(c23)CCC4)CC1,2.5%,-2.9%,-25%,39%,46%,3%,i,1.0,-1%,-6%

# The whole of this part, from the start:
SMILES,KOR beta-arrestin-1,HIV fusion peptide,KOR beta-arrestin-2,NOD2 inhibition,NOD1 inhibition,LYP inhibition,Myeloid diff MLP,Myeloid diff MLP GFP+ MAC1+ %,PhoP inhibition,Siah-1 displacement
O=C(CSc1nnc(CNC(=O)c2c(F)cccc2Cl)o1)NCCc1ccccc1,0.8%,-1.2%,0%,1%,-10%,-12%,i,1.7,13%,2%
CC1CC(C)(C)NC(=S)N1CCCC(=O)NCc1ccccc1 (stereo not drawn),-0.2%,0.2%,10%,1%,-9%,-5%,i,2.5,-1%,7%
Cc1ccc(S(=O)(=O)N(C)C)cc1NC(=O)CSc1ncc(C(F)(F)F)cc1Cl,1.6%,-0.6%,.,-4%,-8%,-2%,i,0.6,6%,-3%
O=C(c1ccccc1)N1CCN(c2ncnc3sc4c(c23)CCC4)CC1,2.5%,-2.9%,-25%,39%,46%,3%,i,1.0,-1%,-6%
CCOCCCN(C(=O)c1snc(C(N)=O)c1N)C(C(=O)NC1CCCC1)c1ccc(OC)cc1 (stereo not drawn),3.0%,0.6%,-8%,9%,-18%,-1%,i,0.6,-5%,8%
Cc1ccn2cc(-c3cccc(S(=O)(=O)N4CC(C)OC(C)C4)c3)nc2c1 (stereo not drawn),-3.3%,0.1%,-9%,22%,1%,-1%,?,.,-4%,-3%
O=C(CSc1nc2[nH]ncc2c(=O)n1-c1ccccc1)NCc1cccs1,2.8%,1.1%,-40%,12%,-7%,-5%,i,0.4,-1%,5%
Cc1nn(-c2ccccc2)c2sc(C(=O)N(CC(=O)NC(C)(C)C)Cc3ccco3)cc12,-1.7%,0.5%,-20%,2%,-21%,15%,i,0.0,-9%,1%
COc1cccc(C(=O)C[n+]2ccccc2/C=N/O)c1,-2.3%,0.8%,-7%,6%,-6%,-8%,i,0.7,0%,-10%
Cc1cccc2cncc(OCc3nnc(SC(F)F)n3C)c12,-5.6%,-0.6%,-1%,11%,-24%,-7%,i,0.2,9%,3%
CCCC(=O)Nc1nn(C)c2nc3ccc(C)cc3cc12,-3.1%,-0.8%,-9%,8%,5%,-3%,i,0.3,2%,0%
CCSc1ccc2nnc(-c3cccc(F)c3)n2n1,0.8%,-1.9%,0%,23%,2%,3%,i,1.8,-13%,4%
CCCc1c(NC(=O)Nc2ccc(F)cc2)cnn1-c1ccccc1,-1.9%,0.5%,7%,-36%,5%,-12%,+,1.3*,3%,-1%
O=C1CSC(c2ccccc2)N1Cc1ccccn1 (stereo not drawn),-0.3%,0.2%,-3%,5%,-12%,-7%,i,0.6,4%,6%
C=CCN(CC=C)S(=O)(=O)c1ccc(NC(=O)COc2ccccc2OC)cc1,-2.9%,1.0%,6%,2%,-19%,4%,i,0.3,-7%,5%
O=C(NCC1CCCO1)c1ccc(-c2cccc(C(F)(F)F)c2)o1 (stereo not drawn),3.6%,0.8%,-19%,-2%,-15%,-1%,i,0.9,-1%,2%
COc1ccc(C(=O)O/N=C(\N)c2ccccn2)cc1,-2.3%,0.2%,2%,-118%,84%*,-7%,i,2.6,0%,-2%
CCOc1ccc(N(Cc2ccc(C(=O)O)cc2)S(=O)(=O)c2ccc(C)cc2)cc1,0.4%,2.6%,13%,-8%,3%,-2%,i,0.5,-9%,4%
CCOc1cccc2sc(N(CCCN(C)C)C(=O)c3ccc(S(=O)(=O)N(C)Cc4ccccc4)cc3)nc12,8.6%,1.7%,-22%,-38%,-16%,-3%,i,1.4,-1%,-3%
CCN(c1ccccc1)S(=O)(=O)c1ccc(C(=O)NCC(c2cccs2)N(C)C)cc1 (stereo not drawn),-2.9%,-1.5%,2%,-1%,-37%,-2%,i,0.2,-5%,1%
CN(CC(=O)Nn1cnnc1)S(=O)(=O)c1ccc(Br)cc1,4.8%,-4.3%,-14%,20%,.,-4%,i,1.1,-3%,-2%
O=C(CSc1nc2ccccc2[nH]1)Nc1c(F)c(F)c(F)c(F)c1F,5.0%,-2.5%,-19%,3%,14%,-4%,i,0.5,-1%,-3%
Fc1cc(Cl)ccc1NC1=NCCCCC1,0.0%,-0.4%,-21%,-18%,-11%,-11%,i,0.3,-9%,-4%
Cc1nnc(NC(=O)CCN2C(=O)/C(=C\c3ccccc3)SC2=S)s1,0.9%,1.1%,-14%,7%,10%,-11%,i,0.3,-5%,-4%
C=CCN(c1ccccc1Cl)S(=O)(=O)c1cc(C(=O)N2CCCC2)ccc1Cl,0.8%,-1.9%,10%,-10%,0%,0%,i,0.2,-11%,-4%
Cc1[nH]c2ccccc2c(=O)c1SC(F)(F)C(F)C(F)(F)F (stereo not drawn),1.2%,1.7%,-16%,-2%,2%,-4%,i,0.6,3%,6%
COc1ccccc1CNC(=O)C1CCN(S(=O)(=O)c2ccc(-n3cnnn3)cc2)CC1,-3.5%,-1.4%,6%,-8%,-10%,-8%,i,0.6,6%,-3%
Cc1ccccc1-n1c2nc(=O)n(C)c(=O)c-2cc2ccccc21,4.5%,13%,19%,23%,8%,-18%,i,0.3,-3%,13%
CCc1nnc(NC(=O)CN2CCOCC2)s1,-2.7%,0.7%,-2%,-2%,-12%,-4%,i,1.7,8%,2%
O=C(Nc1nc(-c2ccc3c(c2)OCCO3)cs1)c1ccc(S(=O)(=O)N2CCCCC2)cc1,-7.8%,-2.5%,16%,41%,52%,6%,i,14,8%,2%
COCC(=O)N1CCN(c2cccc(Cl)c2)CC1,-1.4%,-0.6%,-20%[20 µM],-19%,-1%,-8%,i,0.3,-5%,1%
O=[N+]([O-])c1ccc2nc(-[n+]3c(-c4ccccc4)cc(-c4ccccc4)cc3-c3ccccc3)[nH]c2c1,-1.2%,1.9%,-12%,4%,4%,4%,i,0.7,10%,1%
C=CCn1c(SCC(=O)Nc2nc3ccccc3s2)nnc1-c1ccccc1O,5.2%,-1.4%,22%,-43%,-21%,5%,i,9.3,11%,1%
Cn1c(=O)n(C)c2cc([N+](=O)[O-])c(N3CCN(S(=O)(=O)c4ccc5ccccc5c4)CC3)cc21,-2.0%,-0.2%,-39%,3%,-17%,6%,i,1.6,-6%,3%
Nc1ccccc1NC(=O)NC(=O)c1ccccc1,-5.8%,-0.5%,23%[20 µM],-55%,-66%,-12%,i,1.0,0%,-2%
COC(=O)c1ccc(CSc2nnc(NC(=O)C3CC(=O)N(c4ccc5c(c4)OCCO5)C3)s2)cc1 (stereo not drawn),1.3%,5.3%,-37%,11%,-15%,1%,i,1.4,5%,17%
COc1ccc(OCC(=O)NNC(=O)c2cccc(C)c2)cc1,-4.9%,0.1%,-1%,7%,-5%,-10%,i,0.6,-11%,7%
O=C(COc1cc(Cl)ccc1Cl)Nc1ccc2c(c1)CCC2,0.9%,-2.1%,-25%,0%,-53%,-4%,i,0.4,-1%,0%
Cn1c(=O)c2cc(S(=O)(=O)Nc3cc(C(=O)O)cc(C(=O)O)c3)ccc2n(C)c1=O,21%,0.4%,2%,13%,-10%,-3%,i,0.7,-4%,-1%
O=C1[C@@H]2C(Cc3ccc(O)cc3)NC3(C(=O)Nc4ccc(F)cc43)[C@@H]2C(=O)N1c1ccc(F)cc1 (stereo partly drawn),1.5%,0.9%,-36%,4%,-9%,5%,i,1.1,11%,-3%
Cc1ccc(C(=O)Oc2oc(-c3ccco3)nc2C=Nc2ccccc2)cc1,-2.2%,8.0%,19%,-35%,-24%,-8%,.,.,8%,-5%
NS(=O)(=O)c1ccc(N2N=C(c3ccc(Br)cc3)CC2c2ccc(F)cc2)cc1 (stereo not drawn),-0.3%,1.1%,18%,-12%,-17%,-40%,i,1.7,22%,0%
O=C(c1ccc(Cl)c(Cl)c1)N1CCC(=O)N(C(COCc2ccc(Cl)cc2)Cc2ccccc2)CC1 (stereo not drawn),7.5%,3.4%,-13%,-8%,-21%,8%,i,4.0,-9%,1%
CC(C)(O)C#Cc1ccc(C(=O)Nc2ccc3c(c2)OCO3)s1,1.1%,-2.6%,-40%,-41%,41%,-9%,i,1.1,1%,-10%
CC(Oc1ccc(Cl)cc1Cl)C(=O)Nc1ccc(S(=O)(=O)Nc2cnc3ccccc3n2)cc1 (stereo not drawn),2.3%,16µM*,3%,-7%,13%,9%,.,.,-17%,-9%
Cn1c(=O)n(C/C=C/c2ccccc2)c(=O)c2c1nc1n2CCCN1Cc1ccccc1,-12%,4.2%,-24%,7%,2%,3%,i,1.6,8%,-2%
O=C(NCc1ccncc1)c1c(F)c(F)c(F)c(F)c1F,-3.4%,-2.6%,14%,-8%,-18%,-6%,i,0.5,0%,1%
O=C(Cn1nnc(-c2ccccc2)n1)NNC(=O)c1ccc(Br)cc1,0.4%,0.1%,-14%,0%,-32%,0%,i,0.1,-10%,1%
C=CCn1c(=S)sc2c(=O)[nH]cnc21,4.5%,-1.1%,-3%,12%,-8%,-2%,i,0.3,7%,-1%
O=C(NNc1ncnc2c1cnn2-c1ccccc1)c1ccco1,0.0%,-1.1%,-29%,-4%,-12%,-5%,i,0.6,8%,-8%
CC(=O)Nc1ccc(N2C(=O)CSC2c2ccc(F)cc2)cc1 (stereo not drawn),0.0%,1.1%,19%,-2%,-24%,-1%,i,0.3,-7%,-7%
CN1CCCC(OC(=O)COc2ccccc2)C1 (stereo not drawn),-2.3%,0.0%,0%,6%,-8%,0%,i,0.9,-7%,8%
CC(C)(C)NC(=O)NC(=O)COC(=O)CNS(=O)(=O)c1ccc(Br)cc1Cl,-4.0%,0.4%,-11%,4%,-24%,-4%,i,0.4,5%,0%
Cc1nnc(SCC(=O)Nc2c(C)n(C)n(-c3ccccc3)c2=O)n1Cc1ccccc1,-7.0%,-0.1%,-5%,-7%,-25%,2%,i,0.1,8%,21%
CN(C)/C=C(\C#N)C(=O)Nc1ccc(F)c(Cl)c1,-2.5%,2.6%,12%,-46%,-10%,0%,i,0.8,2%,3%
NC(=O)C1CCN(S(=O)(=O)Cc2ccccc2Cl)CC1,-4.4%,-1.8%,-37%[20 µM],7%,-24%,-3%,i,0.8,1%,4%
